# Source: PubChem
# Tn6 DDE FP: disrupts Tn6 cyclic peptide binding to fibrin D-Dimer-E complex. P02675. Fibrin DD(E) TRITC-Tn6 fluorescence polarization displacement. inhibition, % at 8.3 µM. 0.21% of 370,000 active;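 active = inhibition above a per-campaign cutoff: mean of compounds within control limits plus 3 SD, cut at about 15% in these data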;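 note: 0% = median of all compound wells on the plate and 100% = blocking peptide control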
# Target sequence (P02675 whole entry, looked up): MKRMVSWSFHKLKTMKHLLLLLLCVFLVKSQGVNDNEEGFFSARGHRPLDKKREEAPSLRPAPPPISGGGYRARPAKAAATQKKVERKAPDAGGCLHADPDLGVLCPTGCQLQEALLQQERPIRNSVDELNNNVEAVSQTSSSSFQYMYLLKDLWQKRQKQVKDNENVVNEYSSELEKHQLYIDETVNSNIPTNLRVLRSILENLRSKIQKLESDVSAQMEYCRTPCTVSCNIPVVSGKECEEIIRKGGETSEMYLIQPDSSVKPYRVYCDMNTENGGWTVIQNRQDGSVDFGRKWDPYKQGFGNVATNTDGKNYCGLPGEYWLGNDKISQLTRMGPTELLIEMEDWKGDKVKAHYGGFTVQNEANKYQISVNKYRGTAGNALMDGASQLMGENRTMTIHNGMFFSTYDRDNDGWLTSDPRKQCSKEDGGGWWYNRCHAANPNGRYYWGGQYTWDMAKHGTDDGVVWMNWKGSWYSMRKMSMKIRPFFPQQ
# ARFGAP1 inh: inhibitors of rat ARFGAP1; Q62848; Arfgap1-stimulated ARF1 GTP hydrolysis, GDP FP detection; inhibition, % at 16.5 µM; 0.26% of 360,000 active;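 active = inhibition above a per-plate limit, mean inhibition of low control wells plus 3 SD, cut at about 25% in these data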;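 note: 0% = DMSO wells with enzyme and 100% = wells lacking Arfgap1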
# Target sequence (Q62848 1-136 limits assumed): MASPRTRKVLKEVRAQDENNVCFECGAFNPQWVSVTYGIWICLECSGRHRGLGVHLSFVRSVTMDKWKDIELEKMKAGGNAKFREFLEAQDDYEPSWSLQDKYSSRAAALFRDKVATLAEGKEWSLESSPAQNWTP
#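 system = rat Arfgap1 catalytic domain, aa 1-136 | technique = FP, GDP Alexa 633 tracer displaced from anti-GDP antibody, 620/688 nm | compound = one concentration, 16.5 µM, DMSO 1.26% | medium = HEPES-based buffer, pH 7.5 | timing = compound-enzyme preincubation 20 min, reaction 120 min, detection 60 min, 25 °C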
# NR1D1 modulator: Rev-erb alpha (human) modulation | 0.79% of 370,000 active | Rev-erbα–FITC-DNA binding, fluorescence polarization, 90 min | activity, % at 10 µM | AID 1259318;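 active = activity above about 14%, limit read from the data; passing the limit was not always enough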;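 note: 0% = DMSO wells with 35 nM protein and 100% = DMSO wells with 750 nM protein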
# PLC-gamma1 inh: inhibitors of human phospholipase C gamma1; AID 720700; inhibition, % at 12.2 µM; purified PLC-gamma1, fluorogenic substrate, fluorescence; 0.84% of 370,000 active; in the data active = inhibition above about 9.5%
# ASAP1 GAP inh: inhibitors of human ASAP1 ArfGAP activity; 0.19% of 360,000 active; AID 624377; Q9ULH1; ASAP1-stimulated ARF1 GTP hydrolysis, GDP FP detection; inhibition, % at 16.5 µM; in the data active = inhibition above about 25%;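 note: 0% = vehicle with enzyme and substrate and 100% = no enzyme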
# Target sequence (Q9ULH1 325-724 limits assumed): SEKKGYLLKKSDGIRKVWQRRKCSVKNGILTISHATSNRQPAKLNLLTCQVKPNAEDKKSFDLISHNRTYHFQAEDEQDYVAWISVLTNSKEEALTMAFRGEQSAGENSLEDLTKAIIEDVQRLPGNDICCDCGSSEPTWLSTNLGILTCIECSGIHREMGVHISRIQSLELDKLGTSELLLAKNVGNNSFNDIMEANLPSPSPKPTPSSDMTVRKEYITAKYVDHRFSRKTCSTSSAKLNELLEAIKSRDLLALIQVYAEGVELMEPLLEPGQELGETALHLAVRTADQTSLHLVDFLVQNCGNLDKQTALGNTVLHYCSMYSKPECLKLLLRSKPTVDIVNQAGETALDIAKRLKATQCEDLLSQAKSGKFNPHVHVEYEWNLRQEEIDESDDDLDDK
# KLK7 zymogen act: proKLK7 (human) activation, primary screen; purified proKLK7, EDANS-DABCYL substrate fluorescence; 100% is mature enzyme control, 0% vehicle; activation, % at 7 µM; 0.9% of 370,000 active; AID 652039;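 active = activation above the mean of all tested compounds plus 3 SD, computed per campaign excluding outliers beyond control limits, cut at about 13% in these data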
# UHRF1 binding: UHRF1 methyl-DNA binding inhibition. UHRF1 binding to methylated oligo, TR-FRET. Q96T88. inhibition, % at 4.4 µM. 0.75% of 370,000 active; in the data active = inhibition above about 21%;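 note: UHRF1 SRA domain binding a hemimethylated CpG hairpin DNA probe; 0% = median of test compound wells and 100% = reference inhibitor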
# HGIII-sPLA2 inh: Inhibits HGIII-sPLA2 liposome hydrolysis, primary screen. 0.56% of 370,000 active. inhibition, % at 12.2 µM. QFRET BODIPY PC-A2 liposome hydrolysis, fluorescence. Q9NZ20. AID 743126;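 active = inhibition above mean plus 3 SD of compounds lying within the high and low control bounds, cut at about 19% in these data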;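 note: 0% = median of test compound wells and 100% = no enzyme DMSO wells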
# PLC-beta3 inh: PLC-beta3 (human) inhibition, primary screen. Q01970. AID 720704. 0.18% of 370,000 active. inhibition, % at 12.2 µM. Purified PLC-beta3, fluorogenic substrate, fluorescence; in the data active = inhibition above about 11%;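 note: 0% = median of compound wells on plate and 100% = full blocker control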
# DDE Tn7 FP inh: inhibitors of Tn7 peptide binding to human fibrin DD(E). P02675. FP displacement of FITC-Tn7 peptide from fibrin DD(E); 0% = median of compound wells per plate. 0.13% of 370,000 active. inhibition, % at 8.3 µM. AID 720508;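 active = inhibition above the mean of compounds falling within the control limits plus 3 SD of them, cut at about 14% in these data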;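 note: 0% = plate median of compound wells and 100% = 10 µM Aha-Tn7 peptide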
#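 Assay system: Human clot-derived fibrin DD(E) complex | Buffer or medium: Tris/NaCl/CaCl2 buffer, pH 7.8 | Repeats: One replicate per compound | Benchmarks: Aha-Tn7 high control | Measure: % inhibition scaled between sample-field median and high-control FP | Schedule: 10 min plus 3 h, room temperature | Signal: Fluorescence polarization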
# * = called active by the depositor.
KLK7 zymogen act	NR1D1 modulator	Tn6 DDE FP	HGIII-sPLA2 inh	UHRF1 binding	PLC-gamma1 inh	ASAP1 GAP inh	DDE Tn7 FP inh	ARFGAP1 inh	PLC-beta3 inh	Molecule
-0.4	-5	-5	-8	-4	1	4	-6	9	-9	COc1ccc(NC(=O)CN(C)C(=O)c2cc3c(s2)CCC(C)C3)cc1 (stereo not drawn)
0.8	2	3	-3	-1	0	5	-2	-5	7	O=C(CS(=O)(=O)c1ccc(Cl)cc1)NCc1ccccc1
-0.3	1	-3	0	-13	-2	10	-3	-3	1	CC(=NNC(=S)N1CCN(C2CCCCCC2)CC1)c1ccccn1
58*	-2	1	6	2	-87	-2	-7	-7	-85	COC(=O)CSc1nc(C)cc(C)c1C#N
0.1	0	7	0	-3	-13	3	-3	5	-12	O=c1cc(CN2CCN(c3ccccc3)CC2)c2cc(O)c(-c3ccccc3)cc2o1
0.1	0	-5	-1	0	2	8	-5	-2	4	O=C(c1ccc(C(F)(F)F)cc1)N1CCC(=O)N(C(COCc2ccc(C(F)(F)F)cc2)Cc2ccccc2)CC1 (stereo not drawn)
0.4	11	2	-27	6	-3	-12	-4	34*	-6	COc1ccc(CNC(=O)C(Cc2ccccc2)n2cccc2)cc1 (stereo not drawn)
0.7	-5	3	1	-2	1	1	-7	-1	-1	O=C(CCCC(=O)N1CCCc2ccccc21)N1CCCc2ccccc21
-0.1	0	0	7	1	3	-9	0	-7	2	Fc1ccc(CN2CCCCCCC2)cc1
-0.1	2	-1	-2	2	1	1	-8	-7	2	Nn1c(SCC(=O)Nc2ccc3c(c2)OCO3)nnc1C1CCCCC1
0.1	-1	-1	3	-2	3	11	-4	5	-6	N#Cc1nnn(-c2cc(Cl)cc(Cl)c2)c1N
-0.6	-5	-4	1	-1	-2	10	-5	8	-4	O=C(NNc1cc(N2CCOCC2)nc(N2CCOCC2)n1)C12CC3CC(CC(C3)C1)C2
-0.4	-2	2	-76	3	-2	7	3	14	-6	Fc1ccc(-c2nnn(Cc3nc4ccccc4s3)n2)cc1
-0.9	-8	-6	3	-4	-5	3	-12	10	-16	O=c1[nH]c(N/N=C/c2cc3c(cc2[N+](=O)[O-])OCO3)nc2ccccc12
0.0	1	-4	-12	1	2	9	-1	9	0	CCOC(=O)C1CC(CN2C(=O)c3ccccc3C2=O)OC1=O (stereo not drawn)
0.5	-3	-11	4	-3	-2	2	-1	9	3	CCOC(=O)/C(C#N)=C1/C(=O)N(Cc2ccccc2)c2ccccc21
-0.1	-1	-3	9	-1	-1	-4	0	-1	-13	O=C(CN(Cc1ccco1)C(=O)c1ccccc1F)Nc1ccccc1C(F)(F)F
0.1	-4	-1	0	0	2	-14	-3	-1	5	c1ccc2c(CN3CCOCC3)csc2c1
-0.2	7	-5	-5	1	0	-1	-2	-11	4	COc1ccc(-c2csc(C(O)c3ccc(F)cc3)n2)cc1 (stereo not drawn)
0.5	2	5	-2	6	5	-2	-1	6	0	O=C(NCCSc1ccccc1)c1ccc(Br)cc1
-0.3	-7	-1	-11	-1	-38	2	-2	0	-59	CCN(CCCNC(=O)CNC(=O)c1nn(-c2ccc(OC)c(OC)c2)c(=O)c2ccccc12)c1ccccc1
0.2	-3	-1	0	0	5	-2	-10	5	-2	Cc1ccccc1NC(=O)CCNS(=O)(=O)c1ccc2c(c1)CCC(=O)N2
-0.9	1	-2	1	-5	-19	10	0	3	-28	Cc1cc2cc(CNC(=O)c3cccs3)ccc2[nH]1
-0.6	-30	-1	6	13	-33	-5	10	-2	-33	CCCN(C(=O)c1cc(-c2ccco2)nc2ccccc12)c1c(N)n(Cc2ccccc2)c(=O)[nH]c1=O
-0.1	-3	-4	-10	-2	-6	12	3	-8	-6	CSc1ccc(/C=c2\s/c(=C\C(=O)C(C)(C)C)n(CC(=O)NCCC3=CCCCC3)c2=O)cc1
0.4	-1	0	0	4	0	6	0	4	-5	Cn1c(=O)[nH]c(=O)c2c1nc(Br)n2Cc1cccc(Br)c1
0.3	2	8	-2	-1	1	0	-2	-3	-4	Cc1cc(C)cc(N(CC(=O)NC2CCCCCC2)S(=O)(=O)c2c(C)[nH]c(=O)[nH]c2=O)c1
-1.4	-5	-8	-6	-2	0	7	3	-7	2	CCN(CC)S(=O)(=O)c1csc(C(=O)NC2CCCCC2)c1
-1.1	-7	1	-65	4	-10	7	6	4	-16	O=C(O)C(Cc1c[nH]c2ccccc12)NS(=O)(=O)c1ccc(Br)cc1 (stereo not drawn)
-0.5	-4	1	1	-8	-2	4	0	3	1	Cc1nc2ccccc2c(=O)n1/N=C/c1ccc(N(C)C)cc1
0.1	-5	1	2	0	-3	-2	8	-7	-3	O=C1CCN(C(=O)c2cccs2)c2ccccc21
-0.5	-1	-7	-11	3	13*	19	-6	32*	8	COC(=O)C1=C(C)N(Cc2cccc(C(F)(F)F)c2)C(=NCc2ccc(C(F)(F)F)cc2)NC1c1ccc(C(F)(F)F)cc1 (stereo not drawn)
-0.4	9	9	2	2	5	-16	-2	-2	4	CCc1ccccc1NC(=O)c1ccc(CN2CCC(Cc3ccccc3)CC2)cc1
0.0	-4	-2	-3	0	1	-3	6	4	-1	CC(=O)NCCNc1nc(NCc2cccs2)nc2ccsc12
-0.1	-3	4	-33	-1	3	6	3	0	-6	CCOc1ccc(CCNC(=O)c2nnc(CS(=O)(=O)c3ccccc3)o2)cc1OCC
0.0	1	-13	6	-4	0	7	-7	9	0	COc1ccc(C)cc1NCC(=O)Nc1ccc(C(C)(C)C)cc1
-0.4	7	-8	-12	-4	-2	6	-2	0	-11	COc1ccc(NC(=O)c2ccc(S(=O)(=O)N3CCCCCC3)cc2)c(OC)c1
-0.3	-1	5	5	1	4	4	5	-6	-1	CCc1sc(C(=O)NCCCN2CCCC2=O)cc1Br
0.8	-2	0	6	2	4	12	-11	9	6	CCCCn1c(SCc2ccccn2)nc2c1c(=O)n(C)c(=O)n2C
-0.4	-1	0	5	-1	0	-3	-4	5	-3	COc1cc(NC(=O)CCc2nnc3ccc(N4CCN(C)CC4)nn23)cc(OC)c1
0.8	0	-5	-1	-4	-1	1	1	-2	1	COCC(=O)N(Cc1ccco1)c1nnc(C2CCOC2)s1 (stereo not drawn)
0.2	-4	-1	-9	-3	-2	3	7	-9	-1	COc1ccc(C(=O)NC(Nc2ccc(C)cc2)C(Cl)(Cl)Cl)cc1 (stereo not drawn)
-0.4	2	0	3	0	-7	-5	1	-5	0	CC(=O)c1ccccc1C(=O)N1CCCC(CCC(=O)N2CCN(c3ccccn3)CC2)C1 (stereo not drawn)
0.4	-6	-4	14	-2	-125	3	-3	-4	-169	Cc1ccc(-c2csc(N3CCN(c4cc5c(cc4Cl)nc(-c4ccncc4)n5CCN4CCCCC4)CC3)n2)cc1
-0.3	-9	5	6	0	-2	-17	9	4	-2	CC[C@H]1CCCCc2ccccc2[C@@H](C(=O)C[C@@H](O)CC(C)=O)OC1=O
0.3	-8	-3	11	4	7	0	-6	7	1	Cc1cccc(C(=O)NCc2nnc(SCC(=O)N3CCN(c4ccccc4)CC3)n2C)c1
0.0	-1	3	6	-1	-5	-4	3	-2	-4	CC(=O)c1cccc(NC(=O)COC(=O)Cn2cnc3ccccc32)c1
-0.1	0	4	-3	5	2	5	1	-6	4	c1ccc(-n2ncc3c2ncn2nnnc32)cc1
-0.8	-2	0	-8	-1	-3	1	1	5	-12	CCOc1ccc(-c2c(C(=O)N/N=C/c3sccc3C)nnn2-c2nonc2N)cc1
0.3	5	4	-1	-1	-3	3	-4	3	-7	Cc1ccccc1OCC(=O)N1CCN(C(=O)COc2ccccc2C)CC1

# Later entries:
KLK7 zymogen act	NR1D1 modulator	Tn6 DDE FP	HGIII-sPLA2 inh	UHRF1 binding	PLC-gamma1 inh	ASAP1 GAP inh	DDE Tn7 FP inh	ARFGAP1 inh	PLC-beta3 inh	Molecule
-0.6	2	4	-1	-2	-2	1	4	-2	-10	O=C(O)c1cccnc1SCc1cccc(Br)c1
-1.7	5	-1	1	-2	-1	-12	-5	3	-1	O=C1CC(c2ccccc2)CC(=O)C1CS(=O)(=O)c1ccccc1 (stereo not drawn)
-0.2	-3	-1	3	1	-2	-4	5	-8	-8	CN(C)c1ccc(/C(=N\O)c2ccccc2)cc1
0.3	-3	1	7	3	1	-13	-1	4	-5	CC(C)Cc1nnc(NC(=O)CSc2nc(O)c(Cc3ccccc3)c(=O)[nH]2)s1
-0.5	-2	6	8	-5	3	-4	7	0	2	COc1ccc(NC(=S)NC(=O)CC(C)C)c(OC)c1
0.0	3	-2	0	1	5	-3	1	-1	-3	CCCc1nc(SCC(=O)c2ccc3c(c2)NC(=O)CO3)[nH]c(=O)c1CC
-0.4	-2	-3	2	4	1	3	0	-4	0	COC(=O)C1=C(C)N(C)C(=NCc2ccc3c(c2)OCO3)NC1c1ccc(Cl)cc1 (stereo not drawn)
-0.4	2	7	-1	1	0	10	4	7	-9	Cc1ccc(/C(N)=N/OC(=O)CN(C)S(=O)(=O)c2ccc(C)cc2)cc1
-0.7	-2	-6	-5	0	5	1	-3	7	0	CC(C)(C)c1cc(CCC(=O)N2CCNCC2)c(C(C)(C)C)cc1O
0.7	1	7	-2	-1	3	17	1	4	-1	CCCNC(=O)Nc1nnc(C2CC2)s1

# Looked up one by one from the entries so far:
KLK7 zymogen act	NR1D1 modulator	Tn6 DDE FP	HGIII-sPLA2 inh	UHRF1 binding	PLC-gamma1 inh	ASAP1 GAP inh	DDE Tn7 FP inh	ARFGAP1 inh	PLC-beta3 inh	Molecule
0.5	2	5	-2	6	5	-2	-1	6	0	O=C(NCCSc1ccccc1)c1ccc(Br)cc1
-0.4	-5	-5	-8	-4	1	4	-6	9	-9	COc1ccc(NC(=O)CN(C)C(=O)c2cc3c(s2)CCC(C)C3)cc1 (stereo not drawn)
0.0	-1	3	6	-1	-5	-4	3	-2	-4	CC(=O)c1cccc(NC(=O)COC(=O)Cn2cnc3ccccc32)c1

# Carrying on:
KLK7 zymogen act	NR1D1 modulator	Tn6 DDE FP	HGIII-sPLA2 inh	UHRF1 binding	PLC-gamma1 inh	ASAP1 GAP inh	DDE Tn7 FP inh	ARFGAP1 inh	PLC-beta3 inh	Molecule
0.2	-4	2	9	-4	2	2	3	-13	-1	CCOC(=O)CSc1nc(C)[nH]c1[N+](=O)[O-]
0.4	-4	4	2	1	2	8	-11	-2	6	CC(=O)OCC#CCSc1nc2ccccc2n1C
-0.3	5	-1	2	-5	1	-2	-2	-7	1	CCCCNC(=O)c1ccc(N2CCC3(CC2)OCCO3)c([N+](=O)[O-])c1
0.9	-7	-7	-25	0	6	-3	2	-2	-3	CCC(C(=O)NC1CCCC1)N(C(=O)Cn1nnc(-c2ccc(OC)c(OC)c2)n1)c1cccc(O)c1 (stereo not drawn)
0.0	6	3	5	3	-4	4	2	0	-3	CCCn1c(=O)c(C(=O)OCC)c(O)c2cc(Br)ccc21
-0.5	0	-1	0	14	1	1	1	-1	-7	CCOC(=O)c1ccccc1NC(=O)CSc1nncn1C
0.2	-2	-5	10	1	-1	-22	6	-4	-8	Cn1c(CNS(=O)(=O)c2ccc(Cl)cc2)cc(=O)n(C)c1=O
-0.1	3	-2	10	6	-1	3	-2	5	-4	O=C(c1ccncc1)N(Cc1ccccc1)Cc1nc2ccccc2c(=O)[nH]1
